Compound activity from PubChem.
NTR1 agonist = agonists of NTR1, primary screen, imaging, U2OS cells, beta-arrestin-GFP, high content (AID 493036). Neurotensin receptor type 1 (Homo sapiens), P30989. NTR1-U2OS beta-arrestin-GFP spot imaging, agonist mode. activation, % at 20 µM. 330,000 tested, 0.17% active;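 active = activation at or above 40% of the spot to cytoplasm intensity ratio, with at least 20 cells analyzed; inconclusive = wells under 20 cells, flagged as cytotoxic or low count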;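 also: 0% = DMSO without peptide and 100% = 100 nM NTR1 peptide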
Target sequence (P30989 whole entry, looked up): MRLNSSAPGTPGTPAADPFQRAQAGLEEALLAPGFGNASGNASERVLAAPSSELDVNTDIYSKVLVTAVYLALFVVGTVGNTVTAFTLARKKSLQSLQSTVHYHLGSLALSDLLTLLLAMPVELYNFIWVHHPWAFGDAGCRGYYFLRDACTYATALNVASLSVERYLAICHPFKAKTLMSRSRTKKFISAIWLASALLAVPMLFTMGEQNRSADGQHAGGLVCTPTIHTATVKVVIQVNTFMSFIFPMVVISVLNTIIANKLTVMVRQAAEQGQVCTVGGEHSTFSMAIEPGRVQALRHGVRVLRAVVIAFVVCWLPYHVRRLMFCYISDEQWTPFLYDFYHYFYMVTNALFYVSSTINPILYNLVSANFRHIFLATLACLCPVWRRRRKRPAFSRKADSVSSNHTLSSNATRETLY
NS5 inhibitors = Dengue-2 NS5 methyltransferase inhibitors, primary screen, biochemical, confirmation dose response (AID 588689). Genome polyprotein (Dengue virus type 2 (strain 16681-PDK53)). Dengue-2 NS5 methyltransferase capping enzyme assay, biochemical; higher % means a stronger effect. one-dose inhibition, % at 25 µM; IC50 in µM for titrated hits. 340,000 tested, 0.3% active; in the data active = a potency from the dose series; inconclusive = inhibition above about 29% without an active follow-up result
West Nile virus CPE = West Nile virus antiviral activity, cell-based, CPE readout (AID 1621); one-dose CPE inhibition, % at 10 µM; IC50 in µM for titrated hits; West Nile virus-infected cells, CPE inhibition; higher % means a stronger effect; 290,000 tested, 0.02% active; in the data active = a potency from the dose series; inconclusive = CPE inhibition mostly from about 3.7% at the one dose, without a potency; inactive = the rest, 99 in 100 with CPE inhibition below about 2.2%; also: strong numbers were not always called active
MgcRacGAP inhibition = MgcRacGAP GTPase-activating activity inhibitors, confirmation, biochemical, ADP Hunter fluorescence; MgcRacGAP-stimulated Rac1 GTP hydrolysis, ADP Hunter fluorescence; higher % means a stronger effect; GST-tagged Rac1 F28L mutant substrate; inhibition, % at 30 µM; hits with a dose series show IC50 in µM; 340,000 tested, 0.6% active;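 active = first-screen hits whose inhibition reached a set limit at any dose in the follow-up dose series; inconclusive = inhibition above the set first-screen limit but never retested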;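 also: fluorescence reports GDP produced by GAP-driven GTP hydrolysis; strong numbers were not always called active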
RSV CPE inhibition = RSV antiviral activity via CPE protection, HEp-2 cells, primary 10 µM value included (AID 2391); one-dose CPE inhibition, % at 10 µM; IC50 in µM for titrated hits; 310,000 tested, 0.13% active; HEp-2 cells, RSV-induced CPE inhibition; higher % means a stronger effect; in the data active = a potency from the dose series; inconclusive = CPE inhibition mostly from about 23% at the one dose, without a potency; inactive = the rest, 99 in 100 with CPE inhibition below about 21%; also: strong numbers were not always called active
Large T inhibition = SV40 large T antigen inhibitors, biochemical (AID 1903); 310,000 tested, 0.39% active; SV40 large T antigen ATPase/helicase inhibition assay; higher % means a stronger effect; one-dose inhibition, % at 20 µM; IC50 in µM for titrated hits; in the data active = a potency from the dose series; inconclusive = inhibition mostly from about 32% at the one dose, without a potency; inactive = the rest, 99 in 100 with inhibition below about 32%; also: strong numbers were not always called active
T cell HTS = modulators of CD8 T cell-vesicle binding, primary screen, mouse 2C CD8+ T cells, flow cytometry. calls only at 7 µM. AID 2052, 2009. 330,000 tested, 0.068% active. 2C CD8+ T cell-vesicle binding; active compounds read low;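 active = response, share of CD8 T cells binding vesicles, and their 90th percentile fluorescence all below set limits, cut at about 80% in these data, passing the limit was not always enough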
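Assay system: 2C TCR transgenic mouse naive CD8+ T cells, MACS-purified | Read-out: CD8+ gate FL2 mean fluorescence as % of same-row positive control | Signal: High-throughput flow cytometry with anti-B7-1 and anti-CD8 staining | Timing: Binding step 1.5 h, 37 °C, antibody labelling 20 min, ice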
Salmonella PhoP GFP = inhibitors of PhoP regulon expression, primary screen, Salmonella Typhimurium, GFP reporter (AID 1863) | inhibition, % at 50 µM, or IC50 in µM where a hit was titrated | S. Typhimurium PhoP-regulated promoter GFP reporter, 4 h; higher % means a stronger effect | 300,000 tested, 0.16% active;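 active = inhibition over 29.93%, a cutoff 3 SD above the screen mean, later confirmed by dose response; inconclusive = inhibition over 29.93% but no dose response follow-up; inactive = inhibition at most 29.93% or unconfirmed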;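 also: 0% = low Mg2+ inducing control and 100% = high Mg2+ repressing control; strong numbers were not always called active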
UTI89 phage lysis = inhibition of K1F phage lysis, E. coli UTI89, bacterial capsule biogenesis inhibitors, alamar blue (AID 488966) | 340,000 tested, 0.02% active | inhibition, % at 100 µM; hits with a dose series show IC50 in µM | E. coli UTI89 K1F phage lysis, alamar blue, 2 h; higher % means a stronger effect;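 active = phage lysis inhibition, versus mean bacterial control, above a set limit; inconclusive = no clear call, values can overlap the other calls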;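 also: capsule biogenesis inhibitors block K1F phage lysis so surviving cells raise fluorescence; higher fluorescence means more inhibition of phage lysis; actives were called in the ten point dose series up to 300 µM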
T cell HTS vesicle-bound % = further read-out of T cell HTS, marked with its call; double positive events, %; measured here: CD8+ vesicle-bound cell fraction;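 binding gate set so that unloaded-vesicle control wells show 10% double positive cells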
NTR1 agonist cell count 20 µM = second read-out of NTR1 agonist, no call of its own (marks repeat the call); cell count; measured here: cell count, cytotoxicity flag
NS5 inhibitors pilot replicate = further read-out of NS5 inhibitors, marked with its call; inhibition, %; measured here: pilot screen replicate inhibition
An asterisk follows results filed as active; [ ] = remark or other dose.

How did O=Cc1cc(Br)c(OC(=O)N2CCOCC2)c(Br)c1 do in these assays?
NTR1 agonist: -0.8; NS5 inhibitors: -12%; West Nile virus CPE: -0.9%; MgcRacGAP inhibition: 5%; RSV CPE inhibition: 0.6%; Large T inhibition: 2%; T cell HTS: inactive; Salmonella PhoP GFP: 10%; UTI89 phage lysis: -1.2%[50 µM]; T cell HTS vesicle-bound %: 8; NTR1 agonist cell count 20 µM: 49

What do the screens show for `O=C(Oc1ccc(Br)cc1)c1cccc(S(=O)(=O)N2CCOCC2)c1`?
NTR1 agonist: 0.5; NS5 inhibitors: -4%; West Nile virus CPE: 0.1%; MgcRacGAP inhibition: 5%; RSV CPE inhibition: 0.8%; Large T inhibition: 1%; T cell HTS: inactive; Salmonella PhoP GFP: 6%; UTI89 phage lysis: 0.1%; T cell HTS vesicle-bound %: 18; NTR1 agonist cell count 20 µM: 54

What do the screens show for `O=C1c2ccccc2C(=O)C1c1ccccc1F`?
NTR1 agonist: 0.2; NS5 inhibitors: -5%; West Nile virus CPE: -0.5%; MgcRacGAP inhibition: 7%; RSV CPE inhibition: 1.2%; Large T inhibition: 4%; T cell HTS: inactive; Salmonella PhoP GFP: 0%; UTI89 phage lysis: 0.6%; T cell HTS vesicle-bound %: 40; NTR1 agonist cell count 20 µM: 85

How did c1ccc(N2N=C(c3cccs3)CC2c2ccco2)cc1 (centres undefined) do in these assays?
NTR1 agonist: 0.4; NS5 inhibitors: 0%; West Nile virus CPE: -0.1%; MgcRacGAP inhibition: 8%; RSV CPE inhibition: 0.0%; Large T inhibition: 5%; T cell HTS: inactive; Salmonella PhoP GFP: 0%; UTI89 phage lysis: 0.6%; T cell HTS vesicle-bound %: 58; NTR1 agonist cell count 20 µM: 47

How did C/C(CCC(C)C)=N\NS(=O)(=O)c1ccc(C)c([N+](=O)[O-])c1 do in these assays?
NTR1 agonist: 0.6; NS5 inhibitors: -8%; West Nile virus CPE: -0.1%; MgcRacGAP inhibition: 9%; RSV CPE inhibition: 2.8%; Large T inhibition: 6%; T cell HTS: inactive; Salmonella PhoP GFP: -6%; UTI89 phage lysis: 0.1%; T cell HTS vesicle-bound %: 13; NTR1 agonist cell count 20 µM: 51

Results for O=C(c1cc(F)c(F)cc1Cl)N1CCOCC1 ?
NTR1 agonist: -2.0; NS5 inhibitors: -6%; West Nile virus CPE: 0.0%; MgcRacGAP inhibition: 1%; RSV CPE inhibition: 1.4%; Large T inhibition: -2%; T cell HTS: inactive; Salmonella PhoP GFP: -6%; UTI89 phage lysis: 3.0%; T cell HTS vesicle-bound %: 68; NTR1 agonist cell count 20 µM: 57

Results for COc1ccc(OC2C(=O)N(c3ccc(C)c(C)c3)C2c2ccc(OC)c(OC)c2)cc1 (centres undefined) ?
NTR1 agonist: 3.2; NS5 inhibitors: -1%; West Nile virus CPE: -0.8%; MgcRacGAP inhibition: 8%; RSV CPE inhibition: 15%; Large T inhibition: 7%; T cell HTS: inactive; Salmonella PhoP GFP: -5%; UTI89 phage lysis: 0.3%; T cell HTS vesicle-bound %: 50; NTR1 agonist cell count 20 µM: 90

What do the screens show for `CNC(=O)NC(=O)CSc1cccc(C(F)(F)F)c1`?
NTR1 agonist: 0.8; NS5 inhibitors: 2%; West Nile virus CPE: -0.4%; MgcRacGAP inhibition: 1%; RSV CPE inhibition: 0.0%; Large T inhibition: 9%; T cell HTS: inactive; Salmonella PhoP GFP: 16%; UTI89 phage lysis: 0.4%; T cell HTS vesicle-bound %: 31; NTR1 agonist cell count 20 µM: 52

What do the screens show for `Cc1nc2ccccc2c2oc(C(=O)N3CCC(C)CC3)cc12`?
NTR1 agonist: 2.0; NS5 inhibitors: -3%; West Nile virus CPE: -0.2%; MgcRacGAP inhibition: 7%; RSV CPE inhibition: 3.3%; Large T inhibition: 19%; T cell HTS: inactive; Salmonella PhoP GFP: 7%; UTI89 phage lysis: 9.6%; T cell HTS vesicle-bound %: 31; NTR1 agonist cell count 20 µM: 72

How did C=CCOc1ccc(C(c2c(C)n(C)n(-c3ccccc3)c2=O)c2c(C)n(C)n(-c3ccccc3)c2=O)cc1 do in these assays?
NTR1 agonist: 0.8; NS5 inhibitors: -3%; West Nile virus CPE: -0.4%; MgcRacGAP inhibition: 8%; RSV CPE inhibition: -0.3%; Large T inhibition: 9%; T cell HTS: inactive; Salmonella PhoP GFP: -1%; UTI89 phage lysis: 0.0%; T cell HTS vesicle-bound %: 14; NTR1 agonist cell count 20 µM: 70

How did COc1ccc(-n2cnc3cc(NCc4cccs4)ccc32)cc1 do in these assays?
NTR1 agonist: 1.6; NS5 inhibitors: -4%; MgcRacGAP inhibition: 6%; RSV CPE inhibition: 13%; Large T inhibition: 19%; T cell HTS: inactive; Salmonella PhoP GFP: 16%; UTI89 phage lysis: -0.3%; T cell HTS vesicle-bound %: 14; NTR1 agonist cell count 20 µM: 50

Results for O=C(N/N=C/c1ccco1)c1ccc(NC(=O)C2CC2)cc1 ?
NTR1 agonist: -1.2; NS5 inhibitors: 2%; West Nile virus CPE: -0.2%; MgcRacGAP inhibition: 2%; RSV CPE inhibition: 1.1%; Large T inhibition: 2%; T cell HTS: inactive; Salmonella PhoP GFP: -7%; UTI89 phage lysis: -0.7%; T cell HTS vesicle-bound %: 11; NTR1 agonist cell count 20 µM: 87

Results for COc1ccc(CNC(=O)Cc2csc(NC(=O)Nc3ccccc3OC)n2)cc1 ?
NTR1 agonist: 4.9; NS5 inhibitors: 4%; MgcRacGAP inhibition: 11%; RSV CPE inhibition: 8.0%; Large T inhibition: 3%; T cell HTS: inactive; Salmonella PhoP GFP: 1%; UTI89 phage lysis: -0.4%[50 µM]; T cell HTS vesicle-bound %: 47; NTR1 agonist cell count 20 µM: 47

Results for CCC(=O)N1c2ccccc2NC2=C(C(=O)CCC2)C1c1ccccc1 (centres undefined) ?
NTR1 agonist: 0.0; NS5 inhibitors: -1%; West Nile virus CPE: 0.5%; MgcRacGAP inhibition: 6%; RSV CPE inhibition: -0.7%; Large T inhibition: 3%; T cell HTS: inactive; Salmonella PhoP GFP: 2%; UTI89 phage lysis: 1.0%; T cell HTS vesicle-bound %: 26; NTR1 agonist cell count 20 µM: 52

Results for COc1cccc(-c2nnc(SCC(N)=O)n2-c2ccc(Cl)cc2)c1 ?
NTR1 agonist: 0.9; NS5 inhibitors: -5%; West Nile virus CPE: 0.0%; MgcRacGAP inhibition: 4%; RSV CPE inhibition: 0.1%; Large T inhibition: 3%; T cell HTS: inactive; Salmonella PhoP GFP: 3%; UTI89 phage lysis: 0.6%; T cell HTS vesicle-bound %: 12; NTR1 agonist cell count 20 µM: 40

Results for Cc1n[nH]c(C)c1S(=O)(=O)N(CC(=O)N1CCc2ccccc21)c1ccc(C(C)C)cc1 ?
NTR1 agonist: 2.9; NS5 inhibitors: -6%; West Nile virus CPE: -0.6%; MgcRacGAP inhibition: 1%; RSV CPE inhibition: 2.6%; Large T inhibition: 12%; T cell HTS: inactive; Salmonella PhoP GFP: 1%; UTI89 phage lysis: 4.3%; T cell HTS vesicle-bound %: 34; NTR1 agonist cell count 20 µM: 57

Results for Cc1ccc(/C(O)=C2/C(=O)C(=O)N(c3ccccn3)C2c2ccc(F)cc2)cc1 (centres undefined) ?
NTR1 agonist: -0.8; NS5 inhibitors: -1%; West Nile virus CPE: -0.5%; MgcRacGAP inhibition: 5%; RSV CPE inhibition: -1.4%; Large T inhibition: 8%; T cell HTS: inactive; Salmonella PhoP GFP: 1%; UTI89 phage lysis: -1.0%; T cell HTS vesicle-bound %: 58; NTR1 agonist cell count 20 µM: 57

What do the screens show for `CS(=O)(=O)Nc1cccc(C2=NN(C(=O)c3cccc(F)c3)C(c3cccs3)C2)c1` (centres undefined)?
NTR1 agonist: 1.9; NS5 inhibitors: -1%; West Nile virus CPE: -0.9%; MgcRacGAP inhibition: 9%; RSV CPE inhibition: 4.7%; Large T inhibition: 5%; T cell HTS: inactive; Salmonella PhoP GFP: 4%; UTI89 phage lysis: -1.1%[50 µM]; T cell HTS vesicle-bound %: 36; NTR1 agonist cell count 20 µM: 46

Results for CCOC(=O)/C(C#N)=C\c1ccc(N2CCN(C/C=C/c3ccccc3)CC2)cc1 ?
NTR1 agonist: 0.8; NS5 inhibitors: inconclusive; West Nile virus CPE: -0.5%; MgcRacGAP inhibition: -9%; RSV CPE inhibition: 7.6%; Large T inhibition: -1%; T cell HTS: inactive; Salmonella PhoP GFP: -38%; UTI89 phage lysis: 2.2%[50 µM]; T cell HTS vesicle-bound %: 11; NTR1 agonist cell count 20 µM: 68

Results for CCN1C(=O)c2ccc(C(=O)NCc3ccc4c(c3)OCO4)cc2C1=O ?
NTR1 agonist: -0.9; NS5 inhibitors: 3%; West Nile virus CPE: -0.1%; MgcRacGAP inhibition: 3%; RSV CPE inhibition: 3.2%; Large T inhibition: 5%; T cell HTS: inactive; Salmonella PhoP GFP: -6%; UTI89 phage lysis: 0.6%; T cell HTS vesicle-bound %: 26; NTR1 agonist cell count 20 µM: 79; NS5 inhibitors pilot replicate: 2.1

Results for O=C(COC(=O)c1ccc(F)c(S(=O)(=O)N2CCOCC2)c1)NC1CC1 ?
NTR1 agonist: -1.0; NS5 inhibitors: -6%; MgcRacGAP inhibition: 6%; RSV CPE inhibition: -0.6%; T cell HTS: inactive; UTI89 phage lysis: 0.2%[50 µM]; T cell HTS vesicle-bound %: 39; NTR1 agonist cell count 20 µM: 99
